Screens from PubChem.
FXIIa single – blocks human coagulation factor XIIa activity. P00748. 33,000 compounds, 0.2% hits. purified human FXIIa, AMC substrate fluorescence, 2 h. inhibition, % at 10 µM; in the data active = inhibition above about 30%;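 also: 0% = enzyme with vehicle only and 100% = no enzyme blank; many of its hits are not listed in these tables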
FXIa single inh – blocks human coagulation factor XIa activity; P03951; purified human FXIa, fluorogenic AMC substrate cleavage; inhibition, % at 10 µM; 33,000 compounds, 0.3% hits; AID 687;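 active = inhibition above 40% in the primary screen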;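 also: 0% = enzyme without compound and 100% = blank wells lacking enzyme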
* hit, by the source's call. These rows are one share of the data. The share of hits here may be higher or lower than overall.

SMILES	FXIIa single	FXIa single inh
CC(C)CCNC(=O)c1c(N)n(Cc2ccc3c(c2)OCO3)c2nc3ccccc3nc12	-17	-11
CC1(C)C(c2ccccc2)=NC(c2cccnc2)=[N+]1[O-]	6	0
CC12CN3CC(C)(CN(C1)C31CCOCC1)C2=O	2	-3
c1ccc2c(CNC3CCCCCC3)c[nH]c2c1	-9	26
Cn1c2ccccc2c2c(C(=O)N3CCC4(CC3)OCCO4)cn(C3CCCC3)c(=O)c21	2	-10
Nc1c(C(=O)OCc2ccccc2)c2nc3ccccc3nc2n1Cc1cccs1	-1	-4
CCC1=C(C)C(N2CCOCC2)=NP(N2CCOCC2)(N2CCOCC2)=N1	9	3
Cc1ccc(-c2nc3ccccc3c(=O)n2-n2cccc2)cc1	5	-4
CCOC(=O)C(O)(c1ccc(NC(=O)NC2CCCCC2)cc1)C(F)(F)F (stereo not given)	6	9
O=c1[nH]c(=O)n(Cc2ccco2)c(O)c1C=NCc1ccc2c(c1)OCO2	7	1
Cc1ccc2ccccc2c1NC(=O)CNC1CCCCC1	4	5
CN1CCN(c2ccc(N)c(N3CCN(C)CC3)c2)CC1	4	3
CCn1ncc(/C=C2/CC3C4CC=C5CC(O)CCC5(C)C4CCC3(C)C2=O)c1C (stereo not given)	-15	31
CC1=NN(c2ccccc2)C(=O)C1/C=C1\C(=O)NC(=O)N(c2ccc(C)c(C)c2)C1=O (stereo not given)	7	11
COCCCn1c(N)c(C(=O)Nc2sc3c(c2C(=O)OC)CCCC3)c2nc3ccccc3nc21	7	8
COCc1c(CN)cnc(C)c1N	2	-4
CC(NC(C)(C)C)C(=O)c1cccc(Cl)c1 (stereo not given)	7	5
OCCOCC#CCN1CCOCC1	2	6

Given field by field: entries from further up.
CC(C)CCNC(=O)c1c(N)n(Cc2ccc3c(c2)OCO3)c2nc3ccccc3nc12
  FXIIa single: -17
  FXIa single inh: -11

CC1(C)C(c2ccccc2)=NC(c2cccnc2)=[N+]1[O-]
  FXIIa single: 6
  FXIa single inh: 0

CC12CN3CC(C)(CN(C1)C31CCOCC1)C2=O
  FXIIa single: 2
  FXIa single inh: -3

c1ccc2c(CNC3CCCCCC3)c[nH]c2c1
  FXIIa single: -9
  FXIa single inh: 26

Entries from the list above with an NH in an aromatic ring:
SMILES	FXIIa single	FXIa single inh
c1ccc2c(CNC3CCCCCC3)c[nH]c2c1	-9	26
O=c1[nH]c(=O)n(Cc2ccco2)c(O)c1C=NCc1ccc2c(c1)OCO2	7	1
